MEKK2mut PB1 HTS: signal of MEK5 binding to mutant human MEKK2 PB1 domain; bead flow cytometry, Alexa488-MEK5 binding to MEKK2 mutant; percent response, % at 10 µM; 290,000 compounds, 0.35% hits; in the data active means percent response above about 24%, passing the limit was not always enough; further: inactives centre near 1; some results filed as inactive read as strong as hits
MEKK2 WT-MEK5: raises or lowers MEK5 binding to wildtype human MEKK2 PB1 domain. Q9Y2U5. bead flow cytometry, Alexa488-MEK5 binding to MEKK2 WT; actives lie on both sides. binding response (% of control), % at 10 µM. 290,000 compounds, 1.1% hits. AID 1531; in the data active means binding response below about 67% or above about 130%
NALP1 inh: inhibitors of NALP1 inflammasome in yeast | S. cerevisiae NALP1/ASC/caspase-1 growth, X-gal OD620, 72 h | inhibition, % at 10 µM | 280,000 compounds, 0.61% hits | AID 2071; in the data active means inhibition mostly above about 24%, no sharp cut-off; inactive means mostly below about 32%; further: some compounds called inactive have numbers as strong as hits
OXTR potentiator: potentiates the human oxytocin receptor response | P30559 | CHO-OTR cells, Fluo-8 calcium fluorescence, potentiator mode; 0% = oxytocin EC15, 100% = EC100 | activation, % at 3 µM | 320,000 compounds, 0.061% hits;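 active means activation above that plate's cutoff, the mean activation of tested compounds plus 3 SD, cut at about 6.6% in these data, passing the limit was not always enough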;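 further: 100% uses oxytocin at 75 nM as the full agonist control; some results filed as inactive read as strong as hits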
Target sequence (P30559 whole entry, looked up): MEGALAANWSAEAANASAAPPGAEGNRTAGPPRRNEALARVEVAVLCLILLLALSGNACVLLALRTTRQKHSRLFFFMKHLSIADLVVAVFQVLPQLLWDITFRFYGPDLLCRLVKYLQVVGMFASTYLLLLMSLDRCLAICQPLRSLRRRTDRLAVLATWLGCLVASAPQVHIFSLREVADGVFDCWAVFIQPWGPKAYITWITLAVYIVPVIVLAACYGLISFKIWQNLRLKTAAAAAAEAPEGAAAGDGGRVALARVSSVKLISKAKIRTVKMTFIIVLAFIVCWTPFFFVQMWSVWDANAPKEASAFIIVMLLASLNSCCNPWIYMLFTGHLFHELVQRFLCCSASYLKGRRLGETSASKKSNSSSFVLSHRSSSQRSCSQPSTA
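System: human OTR in CHO cells; Also added: sub-maximal oxytocin, roughly EC15; Timing: compound 6 min at room temperature before oxytocin, 100 s read; Technique: Fluo-8 intracellular calcium fluorescence, ex 470-495, em 515-575 nm; Controls: oxytocin EC15 low and EC100 high; Replication: singlicate.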
OXTR agonist: agonists of human oxytocin receptor. CHO-OTR cells, Fluo-8 calcium fluorescence; normalized: DMSO 0%, oxytocin 100%. activation, % at 3 µM. P30559. 320,000 compounds, 0.32% hits;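 active means activation above the mean of all tested compounds plus 3 SD, cutoff set per screening run, cut at about 20% in these data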;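 further: peak over basal fluorescence ratio from a 100 s FLIPR kinetic read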
GalR3 antag: human GalR3 antagonism; O60755; HEK293 GalR3-CNG cAMP membrane potential fluorescence; galR3 body fused to GalR1 C-terminus; inhibition, % at 3 µM; 360,000 compounds, 0.44% hits; AID 651719;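 active means inhibition above the screen-wide average plus 3 SD, cut at about 13% in these data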;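 further: forskolin and galanin both at EC90 stimulate the cells; cAMP rise reported by CNG channel membrane potential dye signal; 0% = forskolin plus galanin with DMSO and 100% = forskolin alone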
Target sequence (O60755 1-299 limits assumed): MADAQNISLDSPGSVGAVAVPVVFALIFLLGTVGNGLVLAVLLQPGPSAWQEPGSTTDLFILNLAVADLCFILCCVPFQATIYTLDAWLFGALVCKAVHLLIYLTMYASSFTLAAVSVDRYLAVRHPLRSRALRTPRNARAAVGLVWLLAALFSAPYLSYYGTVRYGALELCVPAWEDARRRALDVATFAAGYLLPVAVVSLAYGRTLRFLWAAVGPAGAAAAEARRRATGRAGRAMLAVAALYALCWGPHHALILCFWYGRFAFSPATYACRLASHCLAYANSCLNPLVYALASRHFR
M18AAP inhibitor: blocks P. falciparum M18 aspartyl aminopeptidase; recombinant PfM18AAP, H-Glu-NHMec fluorogenic cleavage; 290,000 compounds, 1.2% hits; AID 1822; inhibition, % at 7.35 µM;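 active means inhibition above the campaign mean inhibition over all tested compounds plus 3 SD, cut at about 28% in these data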;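 further: 0% = plate median of test compound wells and 100% = 2 mM ZnCl2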
V1R ag counter: activates human V1a receptor in oxytocin agonist counter-screen; P37288; CHO-V1R cells, Fluo-8 calcium fluorescence, agonist mode; 0% DMSO, 100% 3 nM vasopressin; activation, % at 3 µM; 320,000 compounds, 0.25% hits; AID 2797;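 active means activation above the mean activation of all tested compounds plus 3 SD, per screening run, cut at about 20% in these data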;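 further: signal is peak over basal fluorescence ratio across a 100 second FLIPR read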
GPR7 antagonist: human neuropeptides B/W receptor 1 antagonism | P48145 | GPR7-expressing cells, fluorescence antagonist assay | inhibition, % at 4.4 µM | 290,000 compounds, 1.1% hits; in the data active means inhibition above about 16%, passing the limit was not always enough;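 further: cells stimulated with the agonist NPW; 0% = agonist with vehicle and 100% = vehicle without agonist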
Target sequence (P48145 whole entry, looked up): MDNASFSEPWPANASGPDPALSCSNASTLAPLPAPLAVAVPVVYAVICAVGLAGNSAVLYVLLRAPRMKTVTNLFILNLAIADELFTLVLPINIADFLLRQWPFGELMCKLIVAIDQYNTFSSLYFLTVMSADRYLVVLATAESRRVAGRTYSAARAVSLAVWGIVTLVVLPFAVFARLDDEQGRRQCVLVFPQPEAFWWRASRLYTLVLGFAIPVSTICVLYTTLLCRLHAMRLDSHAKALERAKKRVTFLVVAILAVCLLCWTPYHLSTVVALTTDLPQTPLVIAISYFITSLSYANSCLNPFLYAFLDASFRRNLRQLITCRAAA
Numbers without * were called inactive; . = no result given.

SMILES | MEKK2mut PB1 HTS | MEKK2 WT-MEK5 | NALP1 inh | OXTR potentiator | OXTR agonist | GalR3 antag | M18AAP inhibitor | V1R ag counter | GPR7 antagonist
O=c1c2ccccc2[nH]c(=S)n1CCC1=CCCCC1 | 0 | 105 | 12 | -6 | 0.6 | -4 | 1 | 1.4 | -12
COc1cccc(C2NC(=O)NC(C)=C2C(=O)Nc2cc(OC)ccc2OC)c1 (stereo unspecified) | -3 | 99 | 2 | 4 | 1.4 | -3 | -3 | -0.4 | -9
O=C(NC1CCCC1)C(c1ccco1)N(C(=O)c1ccco1)c1ccccc1 (stereo unspecified) | 2 | 104 | 11 | 4 | -1.7 | -6 | 9 | -0.5 | -14
CCOc1cc(/C=N/NC(=O)c2ccc(O)cc2)ccc1Oc1nc(Cl)ncc1F | -6 | 90 | -14 | -9 | -0.2 | -3 | 2 | -0.1 | -11
O=C(CSc1nc(-c2ccccc2)cc(=O)[nH]1)Nc1ccc(Br)cc1 | 1 | 102 | 28 | -2 | -0.3 | -10 | 7 | 1.0 | 17
CN(CC1CCCO1)S(=O)(=O)c1ccc(C(=O)N2CCN(c3ccccc3)CC2)cc1 (stereo unspecified) | -10 | 86 | 14 | -11 | 0.2 | -3 | -3 | 0.5 | 1
CC(Sc1nnc(-c2cccnc2)n1C)C(=O)N1CCOCC1 (stereo unspecified) | . | . | . | 9 | 0.8 | -1 | . | 2.1 | .
Cn1c(SCC2CCCO2)nnc1-c1ccncc1 (stereo unspecified) | 1 | 99 | 1 | -6 | 0.6 | 1 | -6 | -0.7 | -14
COc1ccc(C2CC(c3cccs3)=NN2C(=O)CSc2nncn2C)cc1OC (stereo unspecified) | -1 | 95 | 10 | -7 | 1.3 | 1 | -3 | -0.1 | 1
CC(=O)c1c(C)nc(-c2ccc(OCC(=O)Nc3ccccc3)cc2)n1O | 3 | 107 | -3 | -1 | 0.8 | -6 | 5 | 1.3 | -11
Cc1ccc(NC(=O)COC(=O)C(CC(C)C)N2C(=O)C3CC=CCC3C2=O)c(C)c1 (stereo unspecified) | 28 | 128 | 30 | -3 | -1.8 | -1 | -2 | 0.1 | -10
CCC[C@H]1COCCS(=O)(=O)N1Cc1ccccc1 | -6 | 95 | 5 | -2 | -1.3 | -1 | -3 | -0.1 | -13
Cc1cccc(OCCNc2nc3c(c(=O)n(C)c(=O)n3C)n2C)c1 | -2 | 99 | 20 | -16 | 0.1 | -1 | -7 | 5.9 | -7
CC(=O)NC(=O)NC1CSCC1OC(C)=O (stereo unspecified) | -4 | 95 | 21 | -4 | 0.1 | -5 | -6 | 0.5 | -11
CC[n+]1ccccc1/C=C/Nc1ccccc1 | -6 | 100 | -7 | -7 | -0.5 | -4 | 2 | -0.6 | -5
CS(=O)(=O)N(CC(=O)O)c1cccc(Cl)c1 | 8 | 109 | 1 | -6 | -0.1 | -7 | -15 | -0.2 | -11
Cc1cccc(N(CC(N)=O)C2SC(=O)NC2=O)c1 (stereo unspecified) | 2 | 107 | -3 | 4 | -0.2 | -4 | 5 | 0.6 | -11
O=C(Nc1ccc(S(=O)(=O)N2CCCC2)cc1)C1COc2ccccc2O1 (stereo unspecified) | 3 | 100 | -107 | 5 | -0.1 | 9 | -12 | 2.8 | 6
O=C(NC1CCC(O)CC1)c1ccc(Br)o1 (stereo unspecified) | . | . | . | 0 | 3.0 | -2 | . | 0.2 | .
O=C(CCCCCNC(=S)Nc1ccc(Cl)cc1)C[N+](=O)[O-] | -5 | 95 | -25 | 1 | -0.1 | -2 | 0 | -0.3 | -16
Cc1nc2n(n1)C(O)c1cc([N+](=O)[O-])ccc1S2 (stereo unspecified) | -13 | 69 | -12 | -9 | 0.0 | . | 18 | 0.6 | 31*
COC(=O)C1Cc2ccccc2CN1S(=O)(=O)c1ccc(C)cc1 (stereo unspecified) | 0 | 99 | 13 | -3 | -1.1 | -6 | -5 | -1.4 | 4
O=C(O)CSCC(=O)NCc1ccccc1 | 7 | 110 | -5 | 2 | 1.2 | -3 | -8 | 0.2 | -2
CC(=O)c1ccc(OC(=O)c2cccs2)cc1 | 3 | 106 | 4 | -7 | -1.0 | -4 | 0 | -1.1 | 4
CN1CCN(C2CC(=O)N(Cc3ccc(N4CCCC4=O)cc3)C2=O)CC1 (stereo unspecified) | -2 | 95 | 21 | -1 | 0.3 | 0 | -5 | 1.4 | -5

(next part)
SMILES | MEKK2mut PB1 HTS | MEKK2 WT-MEK5 | NALP1 inh | OXTR potentiator | OXTR agonist | GalR3 antag | M18AAP inhibitor | V1R ag counter | GPR7 antagonist
Cc1nnsc1NC(=O)OCCCl | 2 | 105 | 6 | -4 | 0.6 | -4 | -2 | -0.1 | -11
CC(C)(C)OC(=O)CN1c2cccc3cccc(c23)S1(=O)=O | 5 | 107 | 10 | 9 | -1.8 | -9 | -1 | -0.7 | -11
O=C1CCc2cc(S(=O)(=O)N3CCC(C(=O)NC4CCCc5ccccc54)CC3)ccc2N1 (stereo unspecified) | 7 | 112 | -26 | 3 | -0.3 | 3 | 5 | -0.6 | -15
COc1ccc(OC)c(C(=O)c2coc3ccc(O)cc23)c1 | -6 | 85 | 4 | -3 | -0.8 | -5 | -4 | -0.2 | -11
Cc1ccc(CN2CC(C(=O)Nc3ncccc3C)CC2=O)cc1 (stereo unspecified) | 3 | 103 | 18 | -9 | -0.2 | -5 | 7 | -0.3 | 18
Cc1cc(C)n(C(=O)c2c([N+](=O)[O-])cnn2C)n1 | 4 | 96 | -7 | 0 | 0.0 | -8 | -3 | 0.6 | -11
CS(=O)(=O)Nc1ccccc1C(=O)c1ccccc1 | 3 | 108 | 11 | -6 | -0.6 | 0 | -1 | 0.5 | -3
CCC1CCCCN1C(=O)CCNC(=O)Cn1cnc2ccccc2c1=O (stereo unspecified) | 3 | 105 | 10 | 0 | -0.2 | -8 | 0 | -0.5 | -2
COC(=O)c1sc2nc(-c3ccccc3)c3c(c2c1N)CCCC3 | 5 | 99 | -9 | 4 | 0.6 | -3 | -1 | -0.7 | -7
Cc1ccc(OCCC(=O)OCC(=O)Nc2ccccc2)cc1 | 4 | 104 | 6 | -2 | -0.7 | -5 | 1 | -0.2 | -19
COc1cc(NC(=O)COc2ccc(-n3cnnn3)cc2)cc(OC)c1OC | . | . | . | -10 | 7.3 | -3 | . | 6.6 | .
CCn1cc(C(=O)Nc2cccc(C(=O)OC)c2)c(=O)c2ccc(C)nc21 | 5 | 106 | -2 | 0 | 0.1 | -9 | . | 0.3 | .
COc1ccc(NC(=O)N2CCCC2C(=O)NC23CC4CC(CC(C4)C2)C3)cc1 (stereo unspecified) | -10 | 89 | 8 | 1 | 0.5 | -8 | -10 | -0.5 | -2
O=C(Nc1ccc(Cl)c([N+](=O)[O-])c1)C(Sc1ccccc1)c1ccccc1 (stereo unspecified) | 0 | 127 | 11 | -13 | 3.8 | -4 | -3 | 5.1 | -5
Cc1nc(Nc2ccccc2)sc1C(=O)c1ccc(F)cc1 | 4 | 101 | 4 | -21 | -1.0 | -13 | -1 | -1.3 | 7
COc1cc(C(=O)Nc2nncs2)cc(OC)c1OC | 2 | 100 | -12 | -3 | 0.6 | -2 | -2 | -0.3 | 5
CCC(c1nnnn1Cc1ccc2c(c1)OCO2)N1CCN(c2ccccc2)CC1 (stereo unspecified) | 8 | 109 | 3 | -17 | -0.7 | -7 | 7 | 2.0 | -11
CCCCN(C(=O)NCCCCCCNC(=O)N(CCCC)C1CCS(=O)(=O)C1)C1CCS(=O)(=O)C1 (stereo unspecified) | -2 | 96 | 5 | 3 | 0.4 | -6 | 0 | -0.3 | 2
CCOC(=O)c1nnn(-c2nc(OC)nc(N3CCCC3)n2)c1-c1ccccc1 | . | . | -3 | -13 | -1.5 | -3 | -14 | -0.1 | 3
O=C(CCN1CCOCC1)c1ccc(Br)cc1 | -8 | 95 | -2 | -3 | 0.8 | -7 | -5 | 1.9 | 1
CC(C)CN1C(=O)c2ccc(C(=O)Nc3ccc(OCC(=O)O)cc3)cc2C1=O | 1 | 97 | 4 | -15 | -0.8 | -10 | 0 | -0.1 | -8
N#Cc1ccccc1OCC(=O)N1CCc2ccccc2C1 | -4 | 97 | -14 | -7 | -0.4 | -5 | 0 | 0.5 | 8
CCCCN(C(=O)C(C)Oc1ccc(Br)cc1)c1c(N)n(Cc2ccccc2)c(=O)[nH]c1=O (stereo unspecified) | 6 | 109 | 8 | -1 | 0.5 | -3 | -4 | 0.9 | 13
CCCCn1c(=N)n(CC(=O)c2ccco2)c2ccccc21 | 5 | 102 | 8 | 0 | 0.1 | -5 | -10 | 0.3 | -9
O=C1CCN(CCCc2ccccc2)CCN1[C@H](CO)c1ccccc1 | 3 | 113 | 31 | -3 | 1.8 | -8 | 3 | 0.3 | 2

Continued:
SMILES | MEKK2mut PB1 HTS | MEKK2 WT-MEK5 | NALP1 inh | OXTR potentiator | OXTR agonist | GalR3 antag | M18AAP inhibitor | V1R ag counter | GPR7 antagonist
Clc1ccc(Nc2ccc(-n3ccnc3)nn2)cc1Cl | 4 | 105 | 7 | -13 | 2.4 | -4 | 2 | 1.7 | -2
C=CCOC(=O)/C(=C\c1cccc2ccccc12)NC(=O)c1ccccc1 | 2 | 101 | -7 | -6 | -1.8 | -3 | 3 | 0.6 | -9
Cc1nccn1CCCNCc1c(C(=O)N2CCCCCCC2)nc2ccc(Cl)cn12 | 21 | 131 | -9 | -4 | -0.3 | -2 | 5 | -0.5 | -22
O=C1Cc2ccccc2C(=O)N1Cc1ccccc1 | -1 | 102 | 3 | -6 | -0.5 | -3 | 0 | 0.2 | -7
CCOc1ccc2nc(SCC(=O)c3ccc(C)s3)sc2c1 | 9 | 109 | -16 | -6 | 0.7 | -4 | -3 | 1.0 | -5
COc1ccccc1C(=O)NC(CCSC)C(=O)N1CCC(Cc2ccccc2)CC1 (stereo unspecified) | . | . | . | -5 | -1.1 | 0 | . | -1.5 | .
COC(=O)Nc1ccc(Cn2cc(C(F)(F)F)ccc2=O)cc1 | -6 | 101 | 31 | -3 | 0.0 | -3 | -4 | 2.2 | 5
O=C(c1cc2ccccc2o1)n1nnc2ccccc21 | 5 | 111 | -5 | -13 | 0.7 | -4 | 8 | -0.9 | -3
COc1ccccc1NC(=O)CSc1nc(O)cc(=O)[nH]1 | 3 | 100 | 32 | -3 | -0.3 | -6 | -6 | 0.1 | -6
COc1ccc(Cl)cc1S(=O)(=O)N1CCC(O)(c2ccc(Cl)cc2)CC1 | 2 | 103 | 18 | -8 | -1.4 | -8 | -14 | 0.7 | -3
CCN(CC)CCNC(=O)c1ccc(CS(=O)(=O)c2ccccc2C)o1 | 3 | 105 | 18 | -3 | 0.4 | -11 | -5 | 0.2 | -11
O=c1cc(O)nc(SCc2ccccc2)n1-c1ccc(Cl)cc1 | 0 | 99 | 2 | -1 | 1.3 | 4 | 4 | 1.6 | 0
O=C(NCC(c1ccco1)N1CCCC1)c1cc(=O)[nH]c2ccccc12 (stereo unspecified) | . | . | . | -9 | 2.1 | -4 | . | 1.7 | .

Random draw from the library; about 4.1% have a hit in one of these screens.
